Screens: PubChem BioAssay, several laboratories
STK33 inh: blocks human STK33 kinase activity; Q9BYT3; inhibition, % at 10 µM; purified STK33, MBP phosphorylation, ADP-Glo luminescence; hit rate 0.073% among 320,000;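 active = inhibition at or above 25%, using the most active replicate where run in duplicate; inactive = inhibition below 25%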
KCNQ2 inh: KCNQ2 channel blockers in CHO-K1 cells – cell-based, FluxOR thallium flux, B-score, primary screen (AID 2156) | hit rate 1.1% among 310,000 | B-score at 10 µM | 20 min; stronger effect = lower value;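 active = fluorescence ratio B-score at most minus 3 library SDs, with starting brightness B-score within 2 library SDs, cut at about -5.5 in these data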
Target sequence (O88943 whole entry, looked up): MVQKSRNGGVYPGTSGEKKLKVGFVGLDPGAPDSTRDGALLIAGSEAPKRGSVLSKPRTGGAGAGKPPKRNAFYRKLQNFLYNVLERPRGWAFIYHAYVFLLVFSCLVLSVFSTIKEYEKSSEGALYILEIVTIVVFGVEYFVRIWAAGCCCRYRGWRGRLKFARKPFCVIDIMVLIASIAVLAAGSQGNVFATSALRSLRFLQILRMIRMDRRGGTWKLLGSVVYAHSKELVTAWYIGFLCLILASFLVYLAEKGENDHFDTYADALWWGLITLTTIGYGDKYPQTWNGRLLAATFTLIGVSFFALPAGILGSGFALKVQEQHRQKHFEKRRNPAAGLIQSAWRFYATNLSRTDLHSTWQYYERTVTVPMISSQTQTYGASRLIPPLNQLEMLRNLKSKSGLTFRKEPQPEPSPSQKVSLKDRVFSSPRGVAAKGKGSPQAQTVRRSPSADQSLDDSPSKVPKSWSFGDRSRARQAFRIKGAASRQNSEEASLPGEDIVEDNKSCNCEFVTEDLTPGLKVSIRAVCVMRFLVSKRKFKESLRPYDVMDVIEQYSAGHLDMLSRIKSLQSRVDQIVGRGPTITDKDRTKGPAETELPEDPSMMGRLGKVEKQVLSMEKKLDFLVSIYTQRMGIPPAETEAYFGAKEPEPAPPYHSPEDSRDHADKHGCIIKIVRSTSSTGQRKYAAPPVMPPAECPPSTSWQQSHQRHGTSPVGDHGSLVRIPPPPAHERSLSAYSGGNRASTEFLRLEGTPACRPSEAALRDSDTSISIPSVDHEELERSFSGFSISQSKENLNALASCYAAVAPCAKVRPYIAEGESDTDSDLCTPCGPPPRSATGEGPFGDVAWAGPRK
OX1R FRET antag: antagonists of human orexin 1 receptor (OX1R) | O43613 | OX1R-expressing cells, FRET antagonist read-out | inhibition, % at 6.6 µM | hit rate 1.8% among 330,000 | AID 485270; in the data active = inhibition mostly above about 38%, no sharp cut-off; inactive = mostly below about 40%;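 note: 0% = agonist challenge alone and 100% = reference antagonist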
Active calls of the source: *; i = inactive; / = no result given.

SMILES	STK33 inh	KCNQ2 inh	OX1R FRET antag
COc1cc(OC)cc(C(=O)NCC(C)NC(=O)c2cc(OC)cc(OC)c2)c1 (stereo not given)	-1.2	i	20
NC(=O)C1CCN(Cc2nc3cc(C(F)(F)F)ccc3c(=O)[nH]2)CC1	0.9	i	22
COc1ccc(NC(=O)CCS(=O)(=O)c2ccc(Br)s2)cc1	-0.5	i	32
COC(=O)C/C=C/[C@@H](C)[C@@H](/C=N/OCC[C@@H]1C=C[C@H](OC(C)=O)[C@@H](COC(C)=O)O1)NS(=O)(=O)c1ccc(C)cc1	11	i	20
COc1ccc(CNC(=O)c2c(-c3c(F)cccc3Cl)noc2C)cc1	-4.2	i	-2
Cc1ccccc1-n1c(C)nnc1SCC(=O)NC1CCCc2ccccc21 (stereo not given)	-1.8	-7.7*	21
O=C(COC(=O)c1cnccn1)c1ccc2ccccc2c1	-0.3	i	17
COc1ccc(N(CC(=O)NCc2ccc(C)cc2)S(=O)(=O)c2ccccc2[N+](=O)[O-])c(OC)c1	-1.7	i	45
C/C(=N/NC(=O)c1ccoc1C)c1ccc(NC(=O)c2ccncc2)cc1	0.9	i	25
O=S(=O)(c1ccc(Br)s1)N1CCC(Cc2ccccc2)CC1	-2.7	-9.3*	17
Cc1ccccc1C(=O)NNC(=O)C(C)N1C(=O)c2ccccc2C1=O (stereo not given)	-0.5	i	11
O=[N+]([O-])c1ccc(-c2nc(Nc3cccc(O)c3)c3ccccc3n2)cc1	0.3	i	16
CCCc1[nH]nc2c1C(c1ccc(OC)c(CSC3=NCCS3)c1)C(C#N)=C(N)O2 (stereo not given)	-0.7	i	14
O=C(COc1ccc2ccc(=O)oc2c1)N1CC[C@@]2(O)CCCC[C@H]2C1	-0.7	i	10
Cn1c(=O)c2cc(S(=O)(=O)NC(Cc3ccccc3)C(=O)NCc3ccco3)ccc2n(C)c1=O (stereo not given)	-0.2	i	26
CN(c1ccccc1)c1nc(N)c([N+](=O)[O-])c(N2CCCCC2)n1	0.0	i	11
COc1ccc(-c2cc(C(F)F)n3ncc(C(=O)N4CCc5ccccc5C4)c3n2)cc1	-1.0	i	20
CCOc1ccc(S(=O)(=O)Nc2ccc3c(c2)OCO3)c2cccnc12	0.5	i	23
Cc1ccccc1C(=O)c1cccn1CC(=O)NCc1cccc(Cl)c1	2.2	i	19
O=C(NC1CCCC1)C1c2ccccc2C(=O)N1C1CCCCC1 (stereo not given)	0.1	i	7
c1ccc(C2=Nn3c(nnc3-c3cccs3)SC2)cc1	-2.1	i	23
CC(=O)[C@@]1(O)CCC2C3C=CC4=CC(=O)CC[C@]4(C)C3CC[C@@]21C (stereo not given in full)	-1.5	/	2
O=C(C1=C(O)C(=O)N(Cc2ccccc2)C1c1ccncc1)c1ccco1 (stereo not given)	-0.5	i	7
CC(C)CCN(C)C1CCN(C(=O)Nc2c(F)cccc2F)CC1	-1.1	i	0
CC(=O)N1CCN(S(=O)(=O)c2ccc(C)cc2)C1C(C)C (stereo not given)	-0.2	i	9
OC(CNCCNc1ncccc1C(F)(F)F)Cn1ccc2ccccc21 (stereo not given)	0.1	i	-1
Cc1nc2ccc(C(=O)O)cc2nc1C	1.7	i	-6
CN(C)S(=O)(=O)c1cccc(NC(=O)CSc2nc3ccccc3n2-c2ccccc2)c1	0.1	i	29
CCCCCn1c(NC2CCCCC2)nc2c1c(=O)[nH]c(=O)n2C	1.2	i	3
COc1ccc(-c2cc(C(F)(F)F)nc(SCC(=O)N(C)Cc3cnn(C)c3C)n2)cc1OC	0.1	i	25

An excerpt from above in order of molar mass, rising:
SMILES	STK33 inh	KCNQ2 inh	OX1R FRET antag
O=C(COC(=O)c1cnccn1)c1ccc2ccccc2c1	-0.3	i	17
c1ccc(C2=Nn3c(nnc3-c3cccs3)SC2)cc1	-2.1	i	23
CC(=O)N1CCN(S(=O)(=O)c2ccc(C)cc2)C1C(C)C (stereo not given)	-0.2	i	9
CN(c1ccccc1)c1nc(N)c([N+](=O)[O-])c(N2CCCCC2)n1	0.0	i	11
CCCCCn1c(NC2CCCCC2)nc2c1c(=O)[nH]c(=O)n2C	1.2	i	3
CC(C)CCN(C)C1CCN(C(=O)Nc2c(F)cccc2F)CC1	-1.1	i	0
NC(=O)C1CCN(Cc2nc3cc(C(F)(F)F)ccc3c(=O)[nH]2)CC1	0.9	i	22
O=[N+]([O-])c1ccc(-c2nc(Nc3cccc(O)c3)c3ccccc3n2)cc1	0.3	i	16
O=C(C1=C(O)C(=O)N(Cc2ccccc2)C1c1ccncc1)c1ccco1 (stereo not given)	-0.5	i	7
C/C(=N/NC(=O)c1ccoc1C)c1ccc(NC(=O)c2ccncc2)cc1	0.9	i	25
Cc1ccccc1C(=O)c1cccn1CC(=O)NCc1cccc(Cl)c1	2.2	i	19
CCOc1ccc(S(=O)(=O)Nc2ccc3c(c2)OCO3)c2cccnc12	0.5	i	23
COc1ccc(CNC(=O)c2c(-c3c(F)cccc3Cl)noc2C)cc1	-4.2	i	-2
OC(CNCCNc1ncccc1C(F)(F)F)Cn1ccc2ccccc21 (stereo not given)	0.1	i	-1
Cc1ccccc1-n1c(C)nnc1SCC(=O)NC1CCCc2ccccc21 (stereo not given)	-1.8	-7.7*	21
COc1ccc(-c2cc(C(F)F)n3ncc(C(=O)N4CCc5ccccc5C4)c3n2)cc1	-1.0	i	20
CCCc1[nH]nc2c1C(c1ccc(OC)c(CSC3=NCCS3)c1)C(C#N)=C(N)O2 (stereo not given)	-0.7	i	14
CN(C)S(=O)(=O)c1cccc(NC(=O)CSc2nc3ccccc3n2-c2ccccc2)c1	0.1	i	29
COc1ccc(-c2cc(C(F)(F)F)nc(SCC(=O)N(C)Cc3cnn(C)c3C)n2)cc1OC	0.1	i	25
Cn1c(=O)c2cc(S(=O)(=O)NC(Cc3ccccc3)C(=O)NCc3ccco3)ccc2n(C)c1=O (stereo not given)	-0.2	i	26
COc1ccc(N(CC(=O)NCc2ccc(C)cc2)S(=O)(=O)c2ccccc2[N+](=O)[O-])c(OC)c1	-1.7	i	45

Additional compounds
SMILES	STK33 inh	KCNQ2 inh	OX1R FRET antag
CC(C)(C)c1cc(S(=O)(=O)CCc2ccncc2)cc(C(C)(C)C)c1F	0.1	i	12
O=C(NCc1nnnn1-c1ccc(F)cc1)c1ccc([N+](=O)[O-])o1	-0.7	i	54*
O=C(CSc1nnc(CNC(=O)c2ccco2)o1)c1ccccc1	-0.1	i	22
O=C(COc1ccc([N+](=O)[O-])cc1)NCCC1=CCCCC1	-1.0	i	12
CCCS(=O)(=O)N1CCN(S(=O)(=O)c2ccccc2[N+](=O)[O-])CC1	-1.0	i	13
CC(N)C12CC3CC(CC(O)(C3)C1)C2 (stereo not given)	-1.2	i	30
Cc1cnc(NC(=O)Cc2ccc(C)c(C)c2)s1	-3.2	i	8
CCN(CC)c1nc2cc(C)ccc2cc1/C=C(\C#N)C(N)=O	-1.0	i	5
Cc1ccccc1Nc1ccc(S(=O)(=O)N2CCOCC2)cc1[N+](=O)[O-]	-0.6	i	26
Cc1c(NS(=O)(=O)c2cc(C(=O)NCc3ccco3)cc(Cl)c2Cl)c(=O)n(-c2ccccc2)n1C	-1.0	i	18
O=C(C1CCN(c2ccc(N3CCOCC3)nn2)CC1)N1CCc2ccccc2C1	-0.1	i	21
CN1CCN(c2cc3c(cc2F)c(=O)c(C(=O)O)cn3CCF)CC1	-1.3	i	11
Fc1cccc(NC(=S)Nc2cccc3ccccc23)c1	-0.4	i	24
O=C(CCSc1ccccc1)Nc1ccc(S(=O)(=O)N2CCOCC2)cc1	-0.1	i	13
O=C1c2ccccc2C(=O)N1c1nc(-c2cccs2)cs1	-0.7	i	8
Cc1ccc(CNC(=O)CSc2ccc(-c3ccccn3)nn2)cc1	-0.2	i	9
CCn1nc(C)c(CN2CCC(n3nccc3NC(=O)CCCc3ccccc3)CC2)c1C	-1.7	i	15
CN1CCN(C(=O)Cn2ncc3c([nH]c4ccccc43)c2=O)CC1	-1.2	i	13
COc1ccccc1-n1c(C)c2c(OC)cccc(=O)c2c1C	-1.1	i	7
NC(=O)COC(=O)/C=C/c1cccc(Br)c1	0.1	i	10
O=C1N(Cc2cccc(Cl)c2)C[C@@H]2C[C@@H](c3cccn3-c3cccnc3)N3CCC[C@@]123	1.7	i	19
CCOc1cc(C(=O)NC)cc(Br)c1OCc1ccccc1	-0.9	i	26
CN(Cc1cccs1)c1ncnc2sccc12	-1.7	i	21
O=C(NCCCn1ccnc1)Nc1ccc(Cl)cc1Cl	0.0	i	11
CCCCC(CC)C(=O)Nc1cc(C(=O)NCc2ccc(C)cc2)ccc1N1CCC2(CC1)CC(c1ccccc1)=NO2 (stereo not given)	-1.2	i	0
Nc1ccc(Cc2ccc(N)c(C(=O)O)c2)cc1C(=O)O	-1.9	i	4
O=C(CSc1nnc(-c2ccccc2)n1-c1ccc(Cl)cc1)NNC(=S)Nc1ccccc1	-1.0	i	9
COc1ccc(NC(=O)c2cc(S(=O)(=O)NCC3COc4ccccc4O3)ccc2F)cc1 (stereo not given)	1.1	i	31
O=S(=O)(c1ccc(-c2nnc(SCc3nnc(-c4ccccc4)o3)o2)cc1)N1CCCC1	-2.0	i	4
CCN(CC)CCOc1ccccc1C(C)=O	-0.7	i	5
Cc1cccc(N2C(=O)/C(=C\c3ccc(OC(F)F)cc3)c3ccccc3C2=O)c1	-0.1	i	14
CC(=O)c1ccc(S(=O)(=O)N2CCN(CCOc3ccccc3)CC2)cc1	-0.9	/	8
CCOc1ccc(C(CC(=O)O)NC(=O)CCCOc2ccc(Cl)cc2C)cc1 (stereo not given)	-1.5	i	16
O=C(C[n+]1ccc(/C=N/O)cc1)N1CCCCC1	-0.1	i	19
O=C(OCC(=O)N1CCCc2ccccc21)c1ccccc1[N+](=O)[O-]	1.1	i	15
Cc1ccc(OCC2Cn3c(nc4c3c(=O)[nH]c(=O)n4C)O2)cc1C (stereo not given)	-0.6	i	5
O=C(COc1ccccc1F)Nc1cc(S(=O)(=O)Nc2cccc(Cl)c2)ccc1O	0.2	/	40*
O=C(NCC(=O)N(c1ccccc1F)C(C(=O)NC1CCCC1)c1ccco1)c1ccco1 (stereo not given)	0.5	i	17
CN(C(=O)COC(=O)C1COc2ccccc2O1)C1(C#N)CCCCC1 (stereo not given)	-1.3	/	2
CCSc1ncc(CO)c(N)n1	0.1	i	-2
Cc1cc(Nc2ccccc2)n(-c2cccc(Cl)c2)n1	1.0	-6*	11
CS(=O)(=O)N(CC(=O)NCCSCc1cccc(Cl)c1)c1ccccc1F	0.0	i	11
CC(=O)Nc1ccc(NC(=O)c2cccc3ccccc23)cc1	-1.3	i	15
COCCOc1ccc(C(F)(F)F)cc1NC(=O)Cc1ccc(S(=O)(=O)N2CCOCC2)s1	-1.0	i	3
CCCCC(=O)Nc1ccccc1N1CCOCC1	-0.5	i	7
COc1ccccc1N=c1c2c([N+](=O)[O-])cc([N+](=O)[O-])cc2n(O)n1-c1ccccc1OC	-0.5	i	10
Cc1c(S(=O)(=O)Nc2cccc(Cl)c2)c(=O)n(C)c(=O)n1C	-1.3	i	7
O=C1NC[C@@H](Cc2cccc3ccccc23)N(CCC23CC4CC(CC(C4)C2)C3)C1=O	-1.5	i	1
COCCSc1nnc(NC(=O)C2CCCCC2)s1	0.1	i	7
CC(C)CNC(=O)c1cccc(NC(=O)Cc2ccc(Cl)cc2)c1	0.1	i	10
CSc1nnc2n(-c3ccccc3)c(=O)c3c4c(sc3n12)CCC4	-2.3	/	17
O=C(Nc1cccc(Cl)c1N1CCCC1)c1ccc(Br)o1	-1.5	-7.9*	7
CC(Sc1nnc(COc2ccccc2)n1-c1ccccc1)C(=O)O (stereo not given)	-1.4	i	10
CCC(C)c1ccc(NC(=O)COC(=O)CCNS(=O)(=O)c2cccs2)cc1 (stereo not given)	-2.9	/	5
Cc1ccc2oc(=O)c3cc(C(=O)NCc4ccco4)sc3c2c1	-2.4	i	29
CCOCC(=O)Nc1ccc2c(c1)N(S(=O)(=O)c1cccs1)CCC2	-0.9	i	22
CCCNC(=O)Cn1nc(C(F)(F)F)c2c1CCC2	-0.3	i	-10
CC(O)CN(CCC(N)=O)CCC(N)=O (stereo not given)	0.4	i	10
O=C(CSc1nnc(-c2cccs2)n1CC1CCCO1)c1cc2ccccc2o1 (stereo not given)	-1.4	i	55
COc1ccc(CC2(CO)CCN(Cc3c(C)nn(C(C)C)c3C)CC2)cc1	1.5	i	12
(next part)
SMILES	STK33 inh	KCNQ2 inh	OX1R FRET antag
CC(=O)Nc1ccc(C(=S)NCC2(N(C)C)CCCCC2)cc1	0.2	i	5
O=C(NCc1ccco1)c1cnn2c1NC(c1ccccc1)CC2C(F)(F)F (stereo not given)	0.5	i	6
CCC1COCCS(=O)(=O)N1Cc1ccccc1C (stereo not given)	0.6	i	12
O=C(Oc1nsnc1N1CCOCC1)N1CCCC1	0.4	i	13
CCOc1cc(S(=O)(=O)Nc2ccc(CC)cc2)ccc1Cl	-2.6	i	12
COc1ccc(OC)c(NC(=O)C2CCC(CNc3c(N4CCOCC4)c(=O)c3=O)CC2)c1 (stereo not given)	0.0	i	3
CC(C)(C)S(=O)(=O)/C(C#N)=N/Nc1ccc(C#N)cc1	-0.8	i	40
COc1ccc(CCNC(=O)CSc2ccsc2[N+](=O)[O-])cc1OC	1.2	i	31
COCCNC(=O)c1cc(C(=O)CC(C)C)c[nH]1	-1.1	i	15
COc1ccc(C(=O)Nn2c(SCC(=O)NCC3CCCO3)nc3ccccc3c2=O)cc1 (stereo not given)	1.9	i	10
COc1ccc(CCC(=O)NNC(=O)Nc2ccc(OC)c(OC)c2)cc1	0.5	i	20
Cn1nc(-c2ccc(OCC(=O)NCC3CCCO3)cc2)c2ccccc2c1=O (stereo not given)	1.2	i	12
COc1ccc(NC(=O)N2CCN(S(C)(=O)=O)CC2)cc1OC	-2.0	i	13
CC[C@@]1(C(=O)OC)N[C@H](CN(C)C(=O)NC(C)C)[C@@H]2C(=O)N(Cc3ccccc3)C(=O)[C@@H]21	-0.6	/	-4
